# Fam108B counter: Fam108B inhibition, counter-screen for RBBP9 inhibitors | AID 1947 | 0.33% of 300,000 active | recombinant Fam108B, FP-Rh probe fluorescence polarization | inhibition, % at 9.51 µM;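 active = inhibition above the screen mean inhibition plus 3 SD, computed separately per campaign, cut at about 18% in these data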;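 also: inhibitors lower polarization as less probe binds the enzyme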
# GSTO1 counter: blocks human GSTO1 in RBBP9 counter-screen | AID 1974 | P78417 | recombinant GSTO1, activity-based probe fluorescence polarization | inhibition, % at 5.96 µM | 1.1% of 300,000 active;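 active = inhibition above the campaign mean inhibition plus 3 SD, cut at about 35% in these data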;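 also: 0% = GSTO1-1 with DMSO and 100% = wells lacking GSTO1-1 enzyme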
# TPT1 inh: C. albicans TPT1 enzyme inhibition. 0.81% of 300,000 active. AID 1962. recombinant caTPT1, FP RNA substrate dephosphorylation. inhibition, % at 5 µM;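 active = inhibition above the mean of all tested compounds plus 3 SD, set per screening campaign, cut at about 24% in these data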;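 also: plate controls were DMSO alone for no effect and ferristatin control at 100 nM for full effect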
# Bcl-xL primary: inhibitors of human Bcl-xL. AID 2129. inhibition, % at 10.9 µM. GST-Bcl-xL / FITC-Bim BH3 peptide fluorescence polarization. 0.7% of 320,000 active. Q07817;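 active = inhibition above the mean of all tested compounds plus 3 SD, cutoff set per campaign, cut at about 30% in these data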;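 also: 0% = DMSO wells and 100% = unlabeled Bim-BH3 peptide competitor; inhibitors lower millipolarization by displacing the labeled peptide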
# Target sequence (Q07817 whole entry, looked up): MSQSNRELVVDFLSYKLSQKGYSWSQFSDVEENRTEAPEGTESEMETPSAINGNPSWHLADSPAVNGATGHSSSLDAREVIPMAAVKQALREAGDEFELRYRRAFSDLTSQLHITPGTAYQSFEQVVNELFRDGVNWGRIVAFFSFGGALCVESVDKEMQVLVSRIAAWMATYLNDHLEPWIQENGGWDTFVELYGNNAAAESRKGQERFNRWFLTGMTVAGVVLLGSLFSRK
# PME-1 inh: PME-1 (human) inhibition | Q9Y570 | recombinant PME-1, FP-Rh probe fluorescence polarization | inhibition, % at 5.9 µM | 0.53% of 320,000 active | AID 2130;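 active = inhibition above the campaign mean of all compounds plus 3 SD, cut at about 26% in these data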;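 also: competitive labeling of PME-1 active site by serine hydrolase directed probe; 0% = PME-1 with DMSO and 100% = wells lacking PME-1 enzyme; inhibitors block probe labeling so polarization falls and inhibition rises; many of its hits are not listed in these tables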
# Target sequence (Q9Y570 whole entry, looked up): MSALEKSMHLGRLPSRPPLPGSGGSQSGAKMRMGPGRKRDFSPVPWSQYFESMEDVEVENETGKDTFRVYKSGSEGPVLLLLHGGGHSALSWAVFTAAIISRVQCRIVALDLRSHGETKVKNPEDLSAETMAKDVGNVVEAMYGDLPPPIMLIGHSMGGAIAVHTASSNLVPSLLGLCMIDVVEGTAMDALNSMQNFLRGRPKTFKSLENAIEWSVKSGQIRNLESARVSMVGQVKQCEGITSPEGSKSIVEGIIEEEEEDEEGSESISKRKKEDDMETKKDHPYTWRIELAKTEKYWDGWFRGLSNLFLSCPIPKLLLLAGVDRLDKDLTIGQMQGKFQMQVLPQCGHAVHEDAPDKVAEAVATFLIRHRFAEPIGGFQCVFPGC
# GLD-1 TGE inh: GLD-1-TGE RNA interaction inhibition (C. elegans) | Q17339 | purified GLD-1 + fluorescein TGE RNA, fluorescence polarization | inhibition, % at 5.96 µM | 0.44% of 320,000 active | AID 2280;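 active = percent inhibition above a per-plate cutoff, the plate mean of test compounds plus 3 SD, cut at about 30% in these data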;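 also: 0% = DMSO wells with GLD-1 and probe and 100% = wells lacking GLD-1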
# PAD4 FP inh: PAD4 (human) enzyme inhibition. 0.41% of 330,000 active. inhibition, % at 6.36 µM. recombinant PAD4, RCA probe fluorescence polarization;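 active = percent inhibition above a cutoff equal to the mean of all tested compounds plus 3 SD, cut at about 15% in these data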;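 also: 0% = PAD4 with RCA probe and DMSO and 100% = probe without PAD4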
# MCL1 BIM primary: MCL1-BIM-BH3 interaction inhibition (human). Q07820. GST-MCL1 / FITC-Bim-BH3 fluorescence polarization. inhibition, % at 10.9 µM. 0.68% of 320,000 active;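 active = inhibition above the mean inhibition of all tested compounds plus 3 SD, set per campaign, cut at about 40% in these data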;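 also: 0% = DMSO wells and 100% = unlabeled Bim-BH3 peptide control; higher means more loss of mP so more displacement of Bim peptide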
# MEX-5 binding: C. elegans MEX-5 TCR-2 RNA binding activity. Q9XUB2. MEX-5/FITC-TCR2 RNA binding, fluorescence polarization; active compounds read low. activity score (negative = inhibition of binding), % at 10 µM. 0.38% of 300,000 active. AID 1832;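 active = inhibition past about -25% in most replicates, and total fluorescence under double the plate's negative control median, limit read from the data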;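 also: 0% = DMSO and -100% = 5 µM competing unlabeled TCR2 RNA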
# Target sequence (Q9XUB2 whole entry, looked up): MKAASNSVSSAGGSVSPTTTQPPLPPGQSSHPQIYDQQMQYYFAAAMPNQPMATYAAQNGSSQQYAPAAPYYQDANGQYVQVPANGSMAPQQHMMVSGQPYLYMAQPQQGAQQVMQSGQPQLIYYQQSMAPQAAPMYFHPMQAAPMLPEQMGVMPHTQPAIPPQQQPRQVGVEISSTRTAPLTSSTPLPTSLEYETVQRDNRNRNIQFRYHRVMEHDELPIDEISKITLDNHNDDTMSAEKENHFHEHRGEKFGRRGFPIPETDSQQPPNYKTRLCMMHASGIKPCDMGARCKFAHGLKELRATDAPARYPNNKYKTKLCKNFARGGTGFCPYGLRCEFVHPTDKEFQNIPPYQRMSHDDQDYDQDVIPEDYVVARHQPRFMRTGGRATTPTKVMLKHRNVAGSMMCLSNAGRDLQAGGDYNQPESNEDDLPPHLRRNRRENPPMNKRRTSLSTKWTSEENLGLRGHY
# Active calls of the source: *; / = no result given. This is a subset, so the mix of outcomes need not match the whole.
SMILES,Fam108B counter,GSTO1 counter,TPT1 inh,Bcl-xL primary,PME-1 inh,GLD-1 TGE inh,PAD4 FP inh,MCL1 BIM primary,MEX-5 binding
O=C(CCCNC(=O)c1ccc(Cl)cc1)Nc1ccc(S(=O)(=O)Nc2ncccn2)cc1,-6,-5,3,-1,-4,5,11,2,-3.9
CCC(CC)c1nnc(NC(=O)c2ccc(N3CCCC3=O)cc2)s1,-1,-3,-1,-2,-5,3,3,2,1.9
Cc1ccccc1Nc1c(-c2cccnc2)nc2ccc(Br)cn12,2,7,1,4,1,-1,-2,6,-0.1
CCN1CCN(C(=O)c2ccc3c(=O)n(Cc4ccccc4OC)c(=S)[nH]c3c2)CC1,-2,8,-4,-2,-5,4,5,-4,-29*
NS(=O)(=O)c1ccc(NC(=O)COc2ncnc3c2cnn3-c2ccccc2)cc1,-20,-6,4,-13,-10,-1,1,-11,3.4
c1ccc(CCc2nn3c(-c4ccncc4)nnc3s2)cc1,-4,7,-2,3,0,-3,2,5,-0.6
CN1CCN(c2ccc(CNS(=O)(=O)Cc3ccc(Cl)cc3)cc2)CC1,3,4,-1,-1,8,1,-6,-4,-1.4
CCOC(=O)c1oc2ccccc2c1NC(=O)c1cccc(OC)c1,3,-1,-1,4,-5,-1,3,-3,0.5
CC1CCC(NC(=O)COC(=O)C2CC3CCCC(C2)C3=O)CC1 (configuration not stated),0,4,0,-13,0,3,2,-14,1.5
COc1ccc(N/C(C)=C2/C(=O)C(=O)N(CCO)C2c2ccc([N+](=O)[O-])cc2)cc1 (configuration not stated),-4,0,2,7,-1,4,-4,5,0.7
CCOC(=O)c1ccccc1NC(=O)c1cccnc1,1,-1,-2,-3,-1,5,4,-2,-3.2
O=C(O)c1cccc(COc2ccccc2Cl)c1,-1,8,0,4,-2,1,0,-1,-1.1
CC(=O)N1c2ccc(S(=O)(=O)NCCC(=O)N(C)Cc3ccccc3)cc2CC1C (configuration not stated),-2,6,5,4,-1,3,-1,-5,-0.4
N/C(COc1ncn(-c2ccccc2)n1)=N\S(=O)(=O)c1ccc(Cl)cc1Cl,-2,4,1,3,0,2,-3,1,-1.2
O=C(c1ccc(Br)o1)N(Cc1ccccc1)c1ccccn1,4,-1,3,8,9,7,2,3,-0.5
O=C(C1=C[C@@H](C2CCCCC2)C[C@@H](OCCCCO)O1)N1CCOCC1,1,15,-5,4,-3,-2,-3,8,1.0
Cc1occc1-c1nnc(SCC(=O)N2CCCCC2)o1,-4,-5,1,1,-4,1,1,2,2.3
N#Cc1ccccc1Sc1ccccc1N,-1,8,-3,4,-2,2,0,7,-1.0
CC1=C(C)/C(=N\OS(=O)(=O)c2ccccc2)C=CC1=O,1,35*,3,11,0,-5,2,11,1.1
Cc1ccc(NC(=O)CCN2C(=O)c3ccccc3S2(=O)=O)cc1F,-1,2,-3,3,1,0,-3,2,-1.0

# An excerpt from the list above:
SMILES,Fam108B counter,GSTO1 counter,TPT1 inh,Bcl-xL primary,PME-1 inh,GLD-1 TGE inh,PAD4 FP inh,MCL1 BIM primary,MEX-5 binding
O=C(CCCNC(=O)c1ccc(Cl)cc1)Nc1ccc(S(=O)(=O)Nc2ncccn2)cc1,-6,-5,3,-1,-4,5,11,2,-3.9
CCC(CC)c1nnc(NC(=O)c2ccc(N3CCCC3=O)cc2)s1,-1,-3,-1,-2,-5,3,3,2,1.9
Cc1ccccc1Nc1c(-c2cccnc2)nc2ccc(Br)cn12,2,7,1,4,1,-1,-2,6,-0.1
CCN1CCN(C(=O)c2ccc3c(=O)n(Cc4ccccc4OC)c(=S)[nH]c3c2)CC1,-2,8,-4,-2,-5,4,5,-4,-29*

# Later entries.
SMILES,Fam108B counter,GSTO1 counter,TPT1 inh,Bcl-xL primary,PME-1 inh,GLD-1 TGE inh,PAD4 FP inh,MCL1 BIM primary,MEX-5 binding
COc1ccc(C(C)=O)cc1CSc1nc2ccccc2o1,-3,-3,1,-5,9,1,-5,-5,1.1
COc1ccc(CC(=O)NNC(=O)[C@@H]2CCCC[C@@H]2C(=O)O)cc1,8,10,-2,8,0,-5,3,5,2.8
CCOc1ccc(N2CC(O)=C(c3nc4ccccc4c(=O)[nH]3)C2=N)cc1,-4,-2,-2,5,-3,9,-8,-2,0.8
COc1cccc(C(=O)N(c2ccc(C)cc2)C2C=CS(=O)(=O)C2)c1 (configuration not stated),-1,5,-5,-1,-3,1,-1,0,1.6
Cc1ccc(NC(=O)/C=C/c2cccs2)c([N+](=O)[O-])c1,-1,-7,1,-1,2,-3,1,-4,-2.7
Cc1ccc(NC(=O)CCNS(=O)(=O)c2cccc3nonc23)cc1,0,-9,-2,5,-1,-4,0,-10,1.8
CCC(C)(C(=O)NC1CCCC1)N(Cc1cccs1)C(=O)c1ccccn1 (configuration not stated),-9,8,-4,3,-7,-4,4,3,-1.4
CCOC(=O)c1c(NC(C)=O)sc2c(O)c(CN3CCN(CC)CC3)ccc12,1,29,0,-1,10,3,1,0,1.9
Fc1ccc(-c2ccc(-c3nn4c(-c5ccco5)nnc4s3)o2)cc1,-10,-11,2,8,-17,1,1,13,-4.3
O=C(Nc1ccccc1F)c1ccc(C(=O)c2ccccc2)cc1,-3,4,-1,5,-4,7,-4,5,-0.7
O=C(Nc1ccc(F)cc1)C1CCCN1S(=O)(=O)c1cccc2nsnc12 (configuration not stated),-2,-1,3,1,2,2,2,-3,2.6
CCCc1c(C(=O)OCC)sc(N)c1C#N,-1,3,-4,0,-3,-4,-3,3,1.4
Cc1cc(C)n2nc(C(=O)OCC(=O)Nc3ccc4c(c3)OC(F)(F)O4)nc2n1,-6,4,-3,3,-13,0,3,-5,1.8
COc1ccc2[nH]c(=O)c(CNc3ccc(C)cc3C)cc2c1,0,-3,2,16,-6,8,-1,13,-0.7
COc1ccc(C(=O)NC(=S)NCc2cccnc2)cc1[N+](=O)[O-],2,-2,-1,0,-6,2,5,-5,0.3
C/C(CC(=O)Nc1ccc(C)c(Cl)c1)=N\NC(=O)c1ccccn1,4,-10,-2,0,-3,-5,-6,-5,2.0
Cc1cc(-c2csc3nc[nH]c(=S)c23)cc(C)c1C,2,2,1,7,1,8,5,9,2.9
Cc1ccc(C(=O)O/N=C(\N)c2ccccn2)c(C)c1,0,6,-3,-4,23,3,-2,7,2.6
CC(=O)Nc1cc(C)nn1-c1nc(C)cc(C)n1,-3,5,0,2,8,7,0,5,-0.4
COC(=O)CCCc1nc2ccccc2s1,-1,-6,-2,-1,3,0,-3,0,1.1
O=C1c2ccccc2C(O)N1Cc1cccs1 (configuration not stated),-1,0,1,4,-1,2,4,1,1.6
CCOc1ccc(CCNC(=O)Cn2nc(C)c3c(C)n(-c4ccccc4)nc3c2=O)cc1,-6,-8,-2,1,-4,-4,1,1,0.5
Cc1[nH]nc2c1C(c1ccc(-c3ccc(Cl)cc3)o1)C(C#N)=C(N)O2 (configuration not stated),4,5,2,5,5,7,-3,0,-1.2
CN(CC(=O)Nc1ccc(F)cc1)C(=O)COC(=O)c1cccc(N(C)C)c1,/,/,/,-2,-6,-1,0,-1,/
COc1ccccc1Nc1nc(-c2sc(NC(=O)CC(C)C)nc2C)cs1,3,-2,1,-1,20,-1,-2,4,-1.1
CC(C)C(=O)N1CCC2(CC1)Oc1ccc(F)cc1C(=O)C21CC(c2ccccc2)=NO1 (configuration not stated),1,1,1,9,1,2,-4,10,1.1
Cc1cccc2c1N1C(=O)c3c(C(=O)O)cccc3C1CC2C (configuration not stated),0,3,-3,5,2,7,5,-2,0.1
O=C(CN1C(=O)NC2(CCCCCC2)C1=O)NCCc1ccccc1,/,/,/,0,1,4,-4,-3,/
Cc1cc(C)c2ccc(/C=N/O)nc2c1O,3,8,-1,2,6,9,-1,2,-3.7
CSc1ccc(/C=N/N2CCN(c3ccccc3)CC2)cc1,-7,2,1,-1,0,-9,-8,-12,-0.9
CC(=O)Nc1ccc(S(=O)(=O)N2CCC(C(N)=O)(N3CCCCC3)CC2)cc1,-8,6,4,-1,-8,4,-4,3,1.1
CCCn1nnnc1NC(=O)CSc1ccc(Cl)cc1,-2,14,0,2,-3,2,0,10,3.3
CCCCNC(=O)CCn1nc(-c2ccc(Cl)cc2)c2ccccc2c1=O,3,-3,2,8,-3,1,0,2,-3.5
Cc1ccc(O)c(/C=N/NC(=O)Cc2ccc(Cl)cc2)c1,-5,3,1,-4,-1,4,-3,12,-1.4
COc1cc(/C=C/C(=O)OCC(=O)Nc2ccccc2Cl)cc(OC)c1OC,0,5,-5,2,-2,5,-5,10,3.5
COCCCN1C(=O)c2ccc(C(=O)NCCc3ccccc3)cc2C1=O,5,-2,-2,5,-6,5,-1,4,-1.7
CC(Oc1ccc(Cl)cc1Cl)c1nc(-c2ccc(NC(=O)c3ccccn3)cc2)no1 (configuration not stated),-2,-2,1,2,-7,5,0,-3,-1.0
CN(C[C@H](Cc1ccccc1)N(C[C@H](c1ccccc1)N(CCc1ccccc1)N=O)N=O)N=O,-4,1,0,2,2,1,0,5,0.6
CCN1CCN(c2nc(N(C)c3ccccc3)nc(N)c2[N+](=O)[O-])CC1,-1,0,0,-4,3,-1,1,-3,-1.0
CC(C)c1ccc(NC(=O)N2CCCC2C(=O)Nc2ccc(-n3cnnn3)cc2)cc1 (configuration not stated),4,4,-5,2,-2,1,2,8,-1.0

# Shown as a hit in MEX-5 binding (from the list above):
structure	TPT1 inh	Bcl-xL primary	PME-1 inh	GLD-1 TGE inh	PAD4 FP inh	MCL1 BIM primary	MEX-5 binding
CCN1CCN(C(=O)c2ccc3c(=O)n(Cc4ccccc4OC)c(=S)[nH]c3c2)CC1	-4	-2	-5	4	5	-4	-29*

# Complete entries, looked up by structure. Screens in order: Fam108B counter	GSTO1 counter	TPT1 inh	Bcl-xL primary	PME-1 inh	GLD-1 TGE inh	PAD4 FP inh	MCL1 BIM primary	MEX-5 binding
# Entry for `CC(=O)Nc1ccc(S(=O)(=O)N2CCC(C(N)=O)(N3CCCCC3)CC2)cc1` → -8	6	4	-1	-8	4	-4	3	1.1
# Entry for `O=C(Nc1ccc(F)cc1)C1CCCN1S(=O)(=O)c1cccc2nsnc12` (configuration not stated) → -2	-1	3	1	2	2	2	-3	2.6
# Entry for `Cc1ccc(NC(=O)CCNS(=O)(=O)c2cccc3nonc23)cc1` → 0	-9	-2	5	-1	-4	0	-10	1.8
# Entry for `COc1ccccc1Nc1nc(-c2sc(NC(=O)CC(C)C)nc2C)cs1` → 3	-2	1	-1	20	-1	-2	4	-1.1
# Entry for `CCCCNC(=O)CCn1nc(-c2ccc(Cl)cc2)c2ccccc2c1=O` → 3	-3	2	8	-3	1	0	2	-3.5

# Further results follow:
SMILES,Fam108B counter,GSTO1 counter,TPT1 inh,Bcl-xL primary,PME-1 inh,GLD-1 TGE inh,PAD4 FP inh,MCL1 BIM primary,MEX-5 binding
OC1(c2ccc(OC(F)F)cc2)CSC(=Nc2cccnc2)N1C1CC1 (configuration not stated),-2,-2,5,2,-1,-4,-3,-3,-1.3
COc1ccc(Cl)cc1C(=O)O/N=C(\N)c1ccncc1,2,-4,0,1,2,6,-5,-1,-0.6
Cc1noc(-c2ccc(Cl)cc2)c1C(=O)O/N=C(\N)c1ccc(C(C)(C)C)cc1,-13,-8,-2,0,-8,7,2,10,0.5
CC(=O)Nc1ccc(NS(=O)(=O)c2ccc(OC(C)C(=O)N3CCOCC3)cc2)cc1 (configuration not stated),-4,3,-1,1,-5,-1,-1,-1,0.3

# Source: PubChem (several laboratories)
